Source: PubChem BioAssay (Sanford-Burnham Center for Chemical Genomics)
A3A deaminase: inhibitors of human APOBEC3A DNA deaminase | recombinant A3A, FAM/TAMRA ssDNA deamination fluorescence | inhibition, % at 20 µM | 330,000 compounds, 0.41% hits;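 active means at least 40% inhibition at 20 µM here, with at most 30% in a related deaminase screen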;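 further: plate controls were A3A with DMSO for no effect and wells lacking A3A enzyme for full effect; some results filed as inactive read as strong as hits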
Target sequence (P31941 whole entry, looked up): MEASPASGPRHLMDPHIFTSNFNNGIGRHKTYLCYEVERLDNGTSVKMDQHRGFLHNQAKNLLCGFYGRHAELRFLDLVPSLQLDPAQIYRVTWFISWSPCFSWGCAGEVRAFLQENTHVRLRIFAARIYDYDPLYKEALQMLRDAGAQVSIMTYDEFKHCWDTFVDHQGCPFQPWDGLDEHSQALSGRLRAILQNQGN
MPTP block: permeability transition pore inhibition. isolated mouse mitochondria, Ca2+ swelling absorbance, 30 min. inhibition, % at 10 µM. 360,000 compounds, 1.4% hits. AID 602449;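 active means inhibition of 50% or more, scaled per plate between neutral and stimulator controls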;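 further: 0% = DMSO wells given calcium and 100% = 1 mM EGTA wells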
NR3A LBD binder: modulates the human NR3A ligand-binding domain | NR3A LBD differential scanning fluorimetry, Tm shift; 0% = protein alone, 100% = glycine-bound protein | Tm shift relative to glycine control, % at 25 µM | 340,000 compounds, 2.5% hits;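 active means melting temperature shift of at least 10% of the positive control shift, at one fixed dose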
hIAP block: blocks human intestinal alkaline phosphatase | P09923 | purified IAP, CDP-Star luminescence, 30 min | inhibition, % at 10 µM | 330,000 compounds, 0.12% hits | AID 2544;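 active means inhibition reaching a set limit with compound at 10 µM in the primary screen, cut at about 35% in these data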;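 further: plate controls were DMSO wells with enzyme for no effect and no-enzyme buffer wells for full effect; values of inactives mirror those of a sister screen read the other way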
beta cell repl: inducers of beta-cell replication in MIN6 cells; proliferation, % at 10 µM; AID 2380; 330,000 compounds, 0.29% hits; MIN6 cells proliferation, ATPlite luminescence, 48 h; cells starved in 0.2% serum; 100% = growth in 10% serum;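 active means compounds whose signal lies at least 3.5 SD above the mean of all wells on their plate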;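 further: 0% = DMSO-treated cells in low-serum medium and 100% = 10% serum control; some compounds called inactive have numbers as strong as hits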
mIAP inh: blocks mouse intestinal alkaline phosphatase; AID 2806; purified mouse IAP, CDP-Star luminescence, 30 min; 330,000 compounds, 0.2% hits; inhibition, % at 10 µM;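 active means inhibition of at least 40% at 10 µM in the primary screen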;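 further: plate controls were DMSO with enzyme for no effect and no enzyme wells for full effect; values of inactives mirror those of a sister screen read the other way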
mIAP act: increases mouse intestinal alkaline phosphatase activity. muIAP, CDP-Star luminescence, 30 min; stronger effect = higher value; 1 = vehicle-only enzyme signal, 0 = enzyme-free wells. activation factor at 10 µM. 330,000 compounds, 0.24% hits. AID 2805;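 active means activation factor of at least 2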; further: the source names both 10 and 20 µM as test concentration; values of inactives mirror those of a sister screen read the other way
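also added = chemiluminescent substrate CDP-Star | test system = mouse IAP enzyme | signal = chemiluminescence readout | compound = DMSO-dissolved test compounds | incubation = 30 min at room temperature | benchmarks = DMSO wells, no-enzyme wells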
hIAP act: human IAP activation | activation factor at 10 µM | AID 2524 | purified human IAP, CDP-Star luminescence, 30 min; stronger effect = higher value; 1 = vehicle-only enzyme, 0 = enzyme-free background | P09923 | 330,000 compounds, 0.16% hits;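 active means activation factor of the enzyme at least 2-fold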; further: the source names both 10 and 20 µM as test concentration; values of inactives mirror those of a sister screen read the other way
APOBEC3G inh: blocks human APOBEC3G single-stranded DNA deamination | recombinant A3G, ssDNA deamination FAM/TAMRA fluorescence | inhibition, % at 20 µM | Q9HC16 | 330,000 compounds, 0.28% hits | AID 493012;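 active means inhibition of at least 40% at 20 µM, with no more than 30% in the related APOBEC3A deaminase screen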;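 further: plate controls were DMSO wells with A3G for no effect and wells lacking A3G enzyme for full effect; some compounds called inactive have numbers as strong as hits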
Target sequence (Q9HC16 whole entry, looked up): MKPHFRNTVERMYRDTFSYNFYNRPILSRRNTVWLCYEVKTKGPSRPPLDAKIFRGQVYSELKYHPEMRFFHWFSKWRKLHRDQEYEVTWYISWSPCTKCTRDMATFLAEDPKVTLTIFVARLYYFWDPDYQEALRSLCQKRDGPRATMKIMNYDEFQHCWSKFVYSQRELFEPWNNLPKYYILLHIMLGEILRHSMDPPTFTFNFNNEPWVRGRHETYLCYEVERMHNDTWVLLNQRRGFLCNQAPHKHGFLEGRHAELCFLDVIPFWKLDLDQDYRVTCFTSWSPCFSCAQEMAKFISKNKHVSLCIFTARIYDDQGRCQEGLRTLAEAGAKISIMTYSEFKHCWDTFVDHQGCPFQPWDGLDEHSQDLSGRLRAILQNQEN
An asterisk follows results filed as active.

Every second line gives: hIAP act	NR3A LBD binder	MPTP block	A3A deaminase	hIAP block	beta cell repl	mIAP act	mIAP inh	APOBEC3G inh
#1 CC(=O)Nc1sc(C)c(C)c1C(=O)OC1CCOC1=O (stereo unspecified)
 : 1	3	-0.2	1	-3	0	0.95	5	5
#2 O=C(Nc1cccc2ccccc12)c1ccc([N+](=O)[O-])s1
 : 0.95	-5	27	0	5	-6	0.91	9	2
#3 O=C(N/N=C/c1cnc2ccccc2n1)c1cccc(F)c1
 : 1.2	-9	2.0	-4	-16	0	0.85	15	-7
#4 O=C(COc1ncnc2sccc12)N1CCN(S(=O)(=O)c2ccc(Cl)cc2)CC1
 : 0.99	-2	-1.2	-1	1	-1	1	-5	-6
#5 Cc1ccc(S(=O)(=O)N2[C@@H](c3ccccc3F)C(C(=O)O)=CC[C@H]2c2cccc(Cl)c2)cc1
 : 0.98	1	-2.3	-4	2	-5	1	-2	-11
#6 COc1ccc(C(=O)C2CCCN(C(=O)c3ccc(CSC)o3)C2)cc1F (stereo unspecified)
 : 1.1	-5	-0.6	-7	-10	3	0.91	9	-4
#7 COc1cccc(-c2nc(CS(=O)(=O)CC(=O)NCCCc3ccccc3)c(C)o2)c1
 : 0.87	6	2.3	0	13	0	0.99	1	15
#8 COCc1ccc2oc(C(=O)O)cc2c1
 : 1.1	1	0.2	-2	-15	-2	1.1	-5	7
#9 CC(=O)Oc1cccc(N2C(=O)c3cccc4c([N+](=O)[O-])ccc(c34)C2=O)c1
 : 1.2	-2	1.3	-1	-21	-5	0.97	3	3
#10 COC(=O)c1ccc(OC(=O)c2ccccn2)cc1
 : 0.95	-2	-0.7	6	5	6.5*	0.97	3	-1
#11 Cc1ccn2c(C(=O)N/N=C\c3ccc4c(c3)OCO4)c(C)nc2c1
 : 1	-3	-0.6	1	0	-1	0.86	14	-3
#12 COc1cc(S(=O)(=O)Nc2ccccc2C(=O)N2CCCC2)ccc1NC(C)=O
 : 1.1	1	-1.1	-2	-7	0	0.91	9	-7
#13 O=C(C1=C(O)C(=O)N(CCN2CCOCC2)C1c1ccncc1)c1ccco1 (stereo unspecified)
 : 0.86	5	3.1	-3	14	1	1	0	-10
#14 CCCCn1c(-c2ccc(OC(F)F)cc2)nc2c1c(=O)[nH]c(=O)n2CC(C)C
 : 1	-3	-0.8	4	-2	0	1.1	-6	4
#15 CC(C)(C)c1ccc(OCCC(=O)Nc2cccc(S(=O)(=O)N3CCOCC3)c2)cc1
 : 1.1	-2	0.0	6	-10	-3	1.2	-17	-8

Six records drawn at random from the list so far:
Every second line gives: hIAP act	NR3A LBD binder	MPTP block	A3A deaminase	hIAP block	beta cell repl	mIAP act	mIAP inh	APOBEC3G inh
#9 CC(=O)Oc1cccc(N2C(=O)c3cccc4c([N+](=O)[O-])ccc(c34)C2=O)c1
 : 1.2	-2	1.3	-1	-21	-5	0.97	3	3
#1 CC(=O)Nc1sc(C)c(C)c1C(=O)OC1CCOC1=O (stereo unspecified)
 : 1	3	-0.2	1	-3	0	0.95	5	5
#13 O=C(C1=C(O)C(=O)N(CCN2CCOCC2)C1c1ccncc1)c1ccco1 (stereo unspecified)
 : 0.86	5	3.1	-3	14	1	1	0	-10
#12 COc1cc(S(=O)(=O)Nc2ccccc2C(=O)N2CCCC2)ccc1NC(C)=O
 : 1.1	1	-1.1	-2	-7	0	0.91	9	-7
#4 O=C(COc1ncnc2sccc12)N1CCN(S(=O)(=O)c2ccc(Cl)cc2)CC1
 : 0.99	-2	-1.2	-1	1	-1	1	-5	-6
#5 Cc1ccc(S(=O)(=O)N2[C@@H](c3ccccc3F)C(C(=O)O)=CC[C@H]2c2cccc(Cl)c2)cc1
 : 0.98	1	-2.3	-4	2	-5	1	-2	-11

Next part.
Every second line gives: hIAP act	NR3A LBD binder	MPTP block	A3A deaminase	hIAP block	beta cell repl	mIAP act	mIAP inh	APOBEC3G inh
#16 COCCN(C(=O)Cc1cccs1)C(C(=O)NCc1ccc(OC)cc1)c1ccc(C)cc1 (stereo unspecified)
 : 1.4	0	0.3	-3	-39	0	1.1	-14	-5
#17 Cc1nnsc1Sc1ccccc1C(=O)O
 : 0.98	-1	-1.0	-2	2	1	1	-4	-2
#18 C/C(=N\NC(=O)c1ccc(OC2OCCOC2Oc2ccc(C(=O)N/N=C(\C)c3ccncc3)cc2)cc1)c1ccncc1 (stereo unspecified)
 : 0.95	-1	2.0	1	5	-3	0.91	9	2
#19 Cc1ccc(NS(=O)(=O)c2cccc3nsnc23)cc1[N+](=O)[O-]
 : 0.92	-1	-0.9	7	8	-4	1.2	-15	5
#20 CN=C(C)C1=C(O)C(C(=O)OC)C(C)(C)CC1=O (stereo unspecified)
 : 1	-1	-1.6	-3	-3	-2	0.97	3	-6
#21 O=C(NCc1cccs1)c1cc(S(=O)(=O)N2CCCCC2)ccc1Cl
 : 0.93	-1	-1.2	-3	7	2	0.9	10	0
#22 Cc1ccc(C(=O)Nc2cccnc2Oc2ccc(Cl)cc2)cc1
 : 0.99	2	3.5	-3	1	0	1	-3	-12
#23 CCCC(=NCC(=O)O)C1=C(O)C(C(=O)OC)C(C)(C)CC1=O (stereo unspecified)
 : 1.1	25*	-4.5	-3	-10	1	1.1	-7	-6
#24 O=C(NCc1ccccc1)C1CCN(S(=O)(=O)c2ccc(N3CCCC3=O)cc2)CC1
 : 1	-2	-1.3	-4	-2	1	1.1	-7	-6
#25 Cc1ccc(/C=N/NC(=O)c2cc(-c3ccncc3)nc3ccccc23)o1
 : 1	-1	-0.6	0	-1	-3	0.87	13	-4
#26 CCOC(=O)N1CCN(C(=O)CN2C(=O)COc3ccc(C)cc32)CC1
 : 1.1	1	-2.1	2	-13	0	0.9	10	-2
#27 COc1ccc(C(=O)NCc2ccc3c(c2)CCO3)cc1
 : 0.83	-1	-0.2	-2	17	-1	1.1	-8	-8
#28 COc1ccc(C(=O)OCC(=O)NC2CCCC2)c(OC)c1OC
 : 0.94	-7	-1.2	-3	6	-3	0.92	8	-8
#29 CCN(CC)C(=O)c1nc[nH]c1C(=O)N1CCN(c2ccccc2)CC1
 : 0.79	1	-0.4	1	22	4	1	-1	-12
#30 Cc1ccc(C)c(NC(=S)N2CCCCC2CO)c1 (stereo unspecified)
 : 1	-1	1.3	7	-1	-1	1	-3	-3
#31 COc1ccc(C(=O)Nc2nnc(CCc3ccccc3)s2)c(OC)c1
 : 0.92	-1	-0.2	-4	8	-2	1	0	-8
#32 N#Cc1cccc(Cn2nnc(-c3ccccc3)n2)c1
 : 1.1	4	-1.5	0	-10	-1	1.1	-9	-3
#33 COc1ccc(C(C)(C)C)cc1NC(=O)CCCn1c(=O)oc2ccccc21
 : 1	-2	1.7	1	-4	1	1	-2	-6
#34 COc1ccc(CN2CCN(C(=O)c3ccco3)CC2)cc1
 : 0.94	-1	-2.4	0	6	0	1	-3	-8
#35 CO/N=C/C(C#N)=C/c1cc(C(=O)c2ccc(F)cc2)cn1C
 : 0.95	-1	0.8	-1	5	-1	0.93	7	-1
#36 Cc1onc(-c2c(Cl)cccc2Cl)c1C(=O)Nn1cnnc1
 : 0.86	4	4.3	-4	14	0	1	-4	-8
#37 Cc1cc(=O)c(C(=O)O)cn1Nc1ccc(F)cc1
 : 0.98	-3	10	1	2	1	1	0	-2
#38 Cn1nnc(-c2ccc(OCc3ccccc3F)cc2)n1
 : 0.92	0	1.1	-3	8	-1	0.92	8	-9
#39 Cc1ccc(SCC(=O)c2c(C)nc3ccccn23)cc1
 : 1.1	0	2.2	1	-5	-3	1	0	-7
#40 COc1cccc(-c2cccc(NC(=O)C3CCN(CC4CCOC4)CC3)c2)c1 (stereo unspecified)
 : 1	0	-1.5	-5	-4	-3	0.99	1	-5
#41 Nc1c2nc(-c3ccccc3)[nH]c(=O)c2nc(=O)n1-c1ccccc1
 : 1.5	3	3.4	6	-47	1	0.9	10	3
#42 CCOC(=O)N1CCN(C(=O)c2ccc([N+](=O)[O-])cc2Cl)CC1
 : 1.2	0	0.6	-2	-16	-4	1	-4	-3
#43 N/C(=N\OC(=O)c1cccc2ccccc12)c1cccnc1
 : 1.1	-11	0.4	2	-8	-1	1.1	-6	1
#44 Cc1cc(NC(=O)NC2(C(F)(F)F)Oc3ccc(Cl)cc3O2)no1 (stereo unspecified)
 : 1	-4	48	-2	-4	-4	0.93	7	-7
#45 O=C(Cc1c(F)cccc1Cl)Nc1ccc(S(=O)(=O)N2CCOCC2)cc1
 : 1.1	2	0.2	-4	-10	1	0.98	2	-3
#46 CC(CCc1ccccc1)NC(=O)CN1CCN(c2ccc(O)cc2)CC1 (stereo unspecified)
 : 0.85	0	-1.0	4	15	-5	0.86	14	18
#47 NC(Cc1c[nH]c2ccccc12)C(=O)NCc1ccco1 (stereo unspecified)
 : 1.1	-2	-2.4	-2	-8	0	1.2	-22	-10
#48 O=C(Nc1cnc2ccccn2c1=O)c1ccc(Cl)cc1
 : 0.89	0	-2.4	1	12	1	1	-1	-1
#49 CC(C)n1nc(C(=O)OCC(=O)N(C)C2CCS(=O)(=O)C2)c2ccccc2c1=O (stereo unspecified)
 : 0.83	0	-1.0	-1	17	1	0.96	4	0
#50 COc1ccccc1/C=C/C(=O)OCC(=O)NCc1ccco1
 : 0.88	-2	-0.3	1	12	2	0.99	1	0
#51 CC1Oc2ccccc2N(CC(=O)N2CCCCCC2)C1=O (stereo unspecified)
 : 0.96	0	-0.9	-1	4	-1	0.98	2	-13
#52 COC(CN(C)S(=O)(=O)c1cc2c3c(c1)CCC(=O)N3CCC2)OC
 : 0.92	0	1.8	-2	8	-1	1	-2	-6
#53 CC1C=CCC2C(=O)N(c3cc(Cl)ccc3O)C(=O)C12 (stereo unspecified)
 : 0.91	2	0.8	-1	9	1	1	-2	-8
#54 CCOc1ccc(NC(=O)CSc2nnc(Cn3cnc([N+](=O)[O-])n3)n2C)cc1
 : 1	-4	6.5	4	-4	1	1.2	-15	1
